Bioassay records (PubChem)
S2 tox: cell viability loss in ATXN counter-screen. S2 cells (HEK-293 line with an ATXN2-luciferase reporter) viability, CellTiter-Fluor protease fluorescence, 24 h. Potency, µM (highest dose often 56.7 µM), actives largely listed as cytotoxic. 400,000 tested, 0.49% active. AID 651635; further: potency means the concentration at half of the fitted maximal effect; nearly all actives have a fitted effect of over 40% in size
Nrf2 activator: Nrf2 pathway activation. Potency, µM (titrated, usually from 46.1 µM), inactives show top-dose activation, usual class: activators. 410,000 tested, 0.31% active. AREc32 ARE-luciferase reporter (MCF7-derived line), luminescence, 24 h; further: potency means the concentration at half of the fitted maximal effect; % of control where 0% means no effect; nearly all actives have a fitted effect of over 65% in size
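ARE activation measured as luciferase luminescence (Steady-Glo, 30 min RT) in AREc32_Fluc cells after 24 hr compound exposure at 37 deg C, 5% CO2; cells seeded overnight at 1000/well in OPTI-MEM, 5% FBS.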
MmCpn inh: blocks the Methanococcus maripaludis chaperonin Mm-Cpn; purified Mm-Cpn ATPase, ADP Transcreener TR-FRET; Potency, µM (series often up to 76.9 µM), inactives show at the top dose activity, negative = inhibition, hits mostly inhibitors; 330,000 tested, 0.031% active; further: potency means the concentration at half of the fitted maximal effect; on the % scale 0 is the no-effect control and ±100 the full control effect; nearly all actives have a fitted effect of over 80% in size
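ATPase read-out: TR-FRET ADP immunoassay (anti-ADP Eu cryptate vs ADP-d2), ex 320 nm, em 590/665 nm; signal drops as ADP forms. Enzyme 25 nM, ATP 10 uM, 30 min at 37°C after 10 min compound preincubation.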
CCT modulator: changes cytosolic chaperonin activity; purified chaperonin ATPase assay, HTRF ADP detection, 30 min; activity change, % (no concentration beside the values), hits read low; 360,000 tested, 0.3% active; in the data active means activity change below about -30%; further: on the % scale 0 is the no-effect control and ±100 the full control effect
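We incubate TRiC, 40 or 20 nM final, with library compounds at 76 uM and 10 uM ATP for 30 min at 37 °C. ADP formed is detected with Transcreener HTRF reagents after 30 min at room temperature.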
TGFb SMAD3 inh: inhibitors of TGF-b signaling | HepG2 CAGA-GFP TGF-b/SMAD3 reporter, GFP fluorescence, 18 h; TGF-beta stimulated, 500 pg/mL final | Potency, µM (series often up to 46.1 µM), without a hit: top-dose activity, negative = inhibition, most hits filed as inhibitors | 410,000 tested, 1.2% active; further: potency means the concentration at half of the fitted maximal effect; on the % scale 0 is the no-effect control and ±100 the full control effect; nearly all actives have a fitted effect of over 65% in size
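Per well, imaged GFP fluorescence of HEPG2 CAGA-GFP cells gives the signal; cells get compound, then TGF-beta (500 pg/mL final), 18 h at 37 degrees C; %Activity versus -TGF-beta and +DMSO controls.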
Akt phos inh: inhibitors of Akt phosphorylation; Neuro2A IGF-stimulated pAkt S473 HTRF, 20 min; active compounds read low; activity change, % for hits at 50 µM; 360,000 tested, 0.32% active; in the data active means activity change below about -80%; inconclusive means mostly about -51% to -80%; further: on the % scale 0 is the no-effect control and ±100 the full control effect
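Single-point screen (50 µM final compound) in Neuro2A cells stimulated 20 min with 6 nM IGF at 37 deg C. After lysis, Ser473-phosphorylated Akt read by HTRF (ex 330 nm, em 615/665 nm) as the 665/615 ratio.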
HepG2 tox: kills HepG2 cells in TGF-b inhibitor counter-screen; HepG2 CAGA-GFP viability, ATP luminescence, 18 h; Potency, µM (titrated, usually from 46.1 µM), for the others: top-dose activity change, negative = cytotoxicity, most hits filed as cytotoxic; 410,000 tested, 0.76% active; further: potency means the concentration at half of the fitted maximal effect; some results filed as inactive show a strong effect at the top dose
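HepG2 CAGA-GFP cells (1000/well, DMEM with 1% FBS) received compound, then TGF-beta at 500 pg/mL final, and were incubated 18 hours at 37 degrees C. Viability was read by CellTiter-Glo luminescence. Media-only wells were set as complete cell-killing and DMSO as no toxicity.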
A549 viability: kills or reduces viability of A549 cells in Nrf2 counter-screen; A549 ARE-Fluc cells, CellTiter-Fluor viability, 18-24 h; Potency, µM (highest dose often 46 µM), for the others: top-dose activity change, negative = cytotoxicity, most hits filed as inhibitors; 390,000 tested, 0.16% active; AID 504648; further: potency means the concentration at half of the fitted maximal effect; on the % scale 0 is the no-effect control and ±100 the full control effect
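A549 ARE_Fluc cells in 5% FBS OPTI-MEM were exposed to compounds in concentration-response for 18-24 h at 37 deg C. Viability was read by CellTiter-Fluor fluorescence (Ex 405/Em 525) after 30 min, before the luciferase read.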
Nrf2 inh: Nrf2 pathway inhibition; Potency, µM (top dose mostly 46 µM), without a hit: top-dose activity change, negative = inhibition, hits mostly inhibitors; 360,000 tested, 2.1% active; AID 504444; A549 ARE-Fluc reporter, luciferase luminescence, 18-24 h; further: potency means the concentration at half of the fitted maximal effect; on the % scale 0 is the no-effect control and ±100 the full control effect; nearly all actives have a fitted effect of over 60% in size
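Reporter: ARE-Fluc in A549. Exposure: 18-24 h, 37 °C, 5% CO2, 5% FBS OPTI-MEM. Readouts: fluorescent cytotoxicity (CellTiter-Fluor), then luminescent Nrf2 signal after BugLite.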
Starred values were filed as active, the others as inactive; i = inactive; ? = inconclusive; nt = not tested or not shown; & = joins results of further samples; [ ] = another dose, or the depositor's remark. Unless noted, the call rests on the fitted dose curve; in most records, active means well fitted curve in the direction sought with a large enough effect; inconclusive means small, poorly fitted or top-dose-only effect, or another doubt; inactive means no such curve, though single readings can be large; an effect the other way counts as inactive or inconclusive. This is a random part of the collection; 4.4% or so of the library scored in one or more.

entry	SMILES	CCT modulator	Akt phos inh	A549 viability	TGFb SMAD3 inh	MmCpn inh	S2 tox	Nrf2 inh	Nrf2 activator	HepG2 tox
1	COc1ccc(N(CC(=O)NCc2cccnc2)S(=O)(=O)c2c(C)nn(C)c2C)cc1	0.4	i	1%	0%	3%	i	9%	0.3%	2%
2	Cc1ccc(NC(=O)CN2C(=O)CCSc3ccc(S(=O)(=O)N4CCCC4)cc32)cc1C	-4.7	i	-10%&-3%	?	-3%	i	?	-0.5%&6.0%	-17%&-21%
3	CN(C(=O)CSc1nc2ccccc2n1CCc1ccccc1)C1CCS(=O)(=O)C1 (centres undefined)	-1.9	i	0%	-1%	0%	i	-26%	-0.5%	-22%
4	CCOC(=O)N1CCC(N2C(=O)c3ccccc3C2Nc2ccccc2C)CC1 (centres undefined)	-3.0	i	-2%	-12%	-2%	i	12%	3.5%	-13%
5	COCCNC(=O)/C(C#N)=C/c1c(N2CC(C)OC(C)C2)nc2ccccn2c1=O (centres undefined)	-2.3	i	-18%	1%	-2%	?	3%	-1.0%	-7%
6	O=c1[nH]nc(CNc2ccc(OC(F)(F)F)cc2)c2ccccc12	1.0	i	1%	?	-6%	i	?	8.9%	-35%
7	CCCCn1c(N)c(N(Cc2ccccc2OC)C(=O)C2=COCCO2)c(=O)[nH]c1=O	-4.1	i	-5%	0%	0%	i	3%	-0.4%	-7%
8	Cc1nnc(NC(=O)NCN2C(=O)C3C4C=CC(C4)C3C2=O)s1 (centres undefined)	-3.7	i	0%	-6%	2%	i	3%	0.3%	12%
9	O=C(COC(=O)c1ccc(Cl)nc1)NC1CCCc2ccccc21 (centres undefined)	-9.2	i	0%	-1%	0%	?	17%	0.4%	6%
10	Clc1ccc(-c2nnc3c4ccccc4nc(N4CCOCC4)n23)cc1Cl	2.4	i	?	5%	-1%	i	3%	5.6%	-39%
11	CCOC(=O)c1cn2nc(N3CCCCC3)ccc2n1	-1.3	i	1%	-4%	0%	i	?	-1.9%	1%
12	CCC(=O)c1cn(CC(=O)Nc2ccc(C)cc2C)c2ccccc12	-3.0	i	-1%	-8%	-3%	i	-9%	0.3%	-38%
13	CSc1nc2sc3c(c2c(=O)n1C)CCC3	-0.7	i	-9%	-12%	-2%	?	-11%	16%	-32%
14	O=C(N/N=C1\SCC(=O)N1CCc1ccccc1)c1cccs1	-3.3	i	1%	-8%	-17%	i	?	5.3%	-17%
15	Cc1ccc(Sc2ccc(N3CCCC(C(=O)Nc4ccc(Br)cc4)C3)nn2)cc1 (centres undefined)	nt	nt	-9%	?	nt	?	?	-0.3%	-9%
16	Cc1ccc2nc(Cl)c3cc(C(=O)NC4CCCCCC4)sc3c2c1	nt	nt	12%	-1%	nt	nt	25%	2.5%	2%
17	Nc1cc(=O)[nH]c(SCC(=O)Nc2cc(Cl)cc(Cl)c2)n1	-2.7	i	8%	?	-1%	i	0%	0.0%	-48%
18	COc1ccc(CNC(=O)Cn2c(-c3ccccc3)cc(C(C)=O)c2C)cc1OC	nt	nt	-1%	-12%	nt	i	-30%	0.2%	-2%
19	O=[N+]([O-])c1ccc(CS(=O)(=O)c2ccc(Cl)cc2)cc1	-3.1	i	-1%	0%	1%	i	-6%	-0.8%	-4%
20	Cc1ccc(-n2c(CNc3ccc(F)cc3)nnc2SCC(=O)NCc2ccco2)cc1	0.6	i	15%	0%	1%	i	6%	0.4%	-13%
21	Cc1ccc(Cn2c(C(=O)O)c(CNCCc3ccco3)c3ccc(C)cc32)cc1	nt	nt	?	-2%	nt	nt	?	0.7%	-20%
22	O=C(NCC(F)(F)F)c1[nH]c(C(F)(F)F)nc1-c1ccccc1	-0.2	i	nt	-4%	nt	i	nt	0.0%	-7%
23	O=C1c2ccccc2C(=O)N1CCCOCc1c[nH]c(=O)[nH]c1=O	2.1	i	4%	-3%	1%	i	-2%	0.6%	-2%
24	CN1C(=O)NC(NC(=O)c2cccs2)(C(F)(F)F)C1=O (centres undefined)	-0.4	i	-2%	-2%	-1%	i	2%	0.0%	-9%
25	O=S(=O)(c1ccc(-c2cc(C(F)(F)F)on2)s1)N1CCN(c2ccc(F)cc2)CC1	nt	nt	28%	0%	nt	nt	?	-0.5%	-11%

Given with one line to a screen: 2 of the compounds above
5. COCCNC(=O)/C(C#N)=C/c1c(N2CC(C)OC(C)C2)nc2ccccn2c1=O (centres undefined)
6. O=c1[nH]nc(CNc2ccc(OC(F)(F)F)cc2)c2ccccc12

| screen / no. | 5 | 6 |
| --- | --- | --- |
| CCT modulator | -2.3 | 1.0 |
| Akt phos inh | i | i |
| A549 viability | -18% | 1% |
| TGFb SMAD3 inh | 1% | ? |
| MmCpn inh | -2% | -6% |
| S2 tox | ? | i |
| Nrf2 inh | 3% | ? |
| Nrf2 activator | -1.0% | 8.9% |
| HepG2 tox | -7% | -35% |

Following part
entry	SMILES	CCT modulator	Akt phos inh	A549 viability	TGFb SMAD3 inh	MmCpn inh	S2 tox	Nrf2 inh	Nrf2 activator	HepG2 tox
26	O=C1OCCC1Sc1nc2ccccc2n1Cc1ccccc1 (centres undefined)	-0.8	i	3%	-15%	0%	i	8%	0.1%	9%
27	Cn1c(=Nc2ccccc2)sc2ccccc21	-0.4	nt	4%	9%	-29%	i	?	7.6%	-9%
28	O=C(NNC(=S)Nc1ccccc1)c1ccc(O)cc1	0.2	i	-1%	-7%	-1%	nt	6%	4.3%	-17%
29	Cn1c(CNC(=O)c2ccc(Cl)c(Cl)c2)nnc1SCC(=O)Nc1sc2c(c1C#N)CCCC2	1.1	i	-19%	-11%	-1%	?	?	0.1%	0%
30	C=CCC1(Cl)C(=O)C(Cl)=C(N2CCOCC2)C1(OC)OC (centres undefined)	-5.1	i	3%	-6%	-1%[15.4 µM]	i	2%	0.2%	5%
31	O=C(Nc1ccc2c(c1)OCCO2)C1CCN(S(=O)(=O)Cc2ccccc2)CC1	1.5	i	-8%	1%	-3%	i	?	-0.6%	-12%
32	OCCN1CCN(c2nc(-c3ccccc3O)nc3ccccc23)CC1	0.4	i	11%	?	2%	i	?	24%	-34%
33	CC(C)(C)c1ccc(S(=O)(=O)N2CCC(c3ccncc3)CC2)cc1	nt	nt	?	2.8µM*	nt	?	nt	-0.1%	-69%
34	N#Cc1ccc(CN2C=NS(=O)(=O)c3ccccc32)cc1	-0.3	i	-12%	-1%	-1%	i	-20%	-0.8%	0%
35	FCCCOc1ccc(-c2nccc(-c3ccc(F)cc3)n2)cc1	0.0	i	17%	11%	0%	i	nt	5.4%	1%
36	CC1Cc2ccccc2N1Cc1nc2cc(C(F)(F)F)ccc2c(=O)[nH]1 (centres undefined)	1.9	i	-7%	47%	-2%	i	?	8.8%	-1%
37	CCCn1c(=O)c2c(C(=O)OCC)cc(-c3ccco3)nc2n(CCC)c1=O	-0.6	i	-3%	-1%	0%	i	-19%	15%	-10%
38	COc1ccc(OCCNC2CCCC2)cc1	-1.0	i	1%	11%	-2%	?	10%	-0.8%	-1%
39	CCC1CCCCN1S(=O)(=O)c1ccc(NC(=O)CSc2ncccc2C(=O)O)cc1 (centres undefined)	2.3	i	5%	10%	1%	i	?	-0.2%	-6%
40	O=C(NCc1ccco1)C(=O)N1CCCC1	-1.4	i	3%	1%	-5%	i	3%	-0.9%	0%
41	Cc1cc(C)cc(OCC(=O)Nc2nc3c(s2)CC(C(C)(C)C)CC3)c1 (centres undefined)	nt	nt	0%	-3%	nt	i	?	-0.2%	11%
42	COc1ccc(CCNC(=O)Cc2c(C)c3cc4c(C(C)(C)C)coc4c(C)c3oc2=O)cc1	nt	nt	10%	-16%	nt	nt	7%	0.5%	2%
43	CCOc1ccc(NS(=O)(=O)c2ccc(NS(=O)(=O)c3ccc(SC)cc3)cc2)cc1	-2.9	i	-3%	?	1%	i	-28%	-0.1%	-17%
44	O=S(Cc1cc(Oc2ccccc2)nc(-c2ccccc2)n1)c1ccccc1 (centres undefined)	-1.6	i	-11%	-16%	1%	i	10µM*	0.3%	-14%
45	Cn1c(NC(=O)/C=C/c2ccco2)cc(=O)n(C)c1=O	1.1	i	0%	2%	-1%	?	?	?	-1%
46	CC1=CC(=O)C=C(C)C1=NOc1ccc([N+](=O)[O-])cc1	0.5	i	10%	-16%	-1%	i	-11%	1.9%	-15%
47	COc1ccc(-c2nc(CN3CCC(C(=O)NC4CCCc5ccccc54)CC3)c(C)o2)cc1OC (centres undefined)	1.9	i	10%	-12%	nt	nt	7%	1.0%	-24%
48	COc1ccccc1/C=N/NC(=O)C(=O)N1CCN(c2ccccc2OC)CC1	-7.3	i	-6%	-3%	0%	?	10%	-0.2%	4%
49	CCOC(=O)C1CCN(C(=O)c2cn(C)c(=O)c3cc(OC)c(OC)cc23)CC1	-0.9	i	-4%	-23%	1%	?	6%	0.3%	6%
50	O=C(CSc1ncccn1)N/N=C/c1cccc([N+](=O)[O-])c1	-1.5	i	-4%	5%	3%	i	-11%	8.4%	9%
51	O=C(NCCC1CCCCN1S(=O)(=O)c1ccc(Cl)cc1)C(=O)NCc1cccnc1 (centres undefined)	-0.5	i	0%	7%	1%	i	-24%	0.2%	1%
52	C=CC[C@]12CCc3ccccc3C1N(c1ccc(C(=O)OCC)cc1)C2=O (some centres undefined)	-0.5	i	12%	-14%	2%	i	-14%	7.4%	-16%
53	COc1ccc(C)cc1NC(=O)Nn1cnnc1	2.1	i	0%	16%	1%	i	6%	0.1%	1%
